High-throughput results deposited in PubChem by Broad Institute.
RAD54 branch = inhibitors of human RAD54 branch migration, primary screen, biochemical, fluorescence, single point. RAD54 Holliday junction branch migration, FAM/BHQ fluorescence. inhibition, % at 10.4 µM. 0.14% of 360,000 active. AID 602329, 2012;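 active means mean normalized replicate activity at least 40 and at least half of replicates scoring 40 or more; inconclusive means only one of the two criteria met; inactive means mean below 40 and under half of replicates reaching 40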;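 further: 0% = median of neutral control wells and 100% = median of positive control wells; inhibitors cause a drop in the FAM fluorescence signal; in these data hits start at about 50%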
RAD52 inh = RAD52 DNA annealing inhibitors, primary screen, biochemical, FRET, single point, set 2 | AID 651710, 2012 | 0.46% of 360,000 active | inhibition, % at 18.7 µM | DNA repair protein RAD52 homolog (Homo sapiens), P43351 | recombinant RAD52 DNA annealing, FRET fluorescence;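 active means every replicate showing at least 50% inhibition; inconclusive means mean inhibition at least 50% but not in every replicate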
Target sequence (P43351 whole entry, looked up): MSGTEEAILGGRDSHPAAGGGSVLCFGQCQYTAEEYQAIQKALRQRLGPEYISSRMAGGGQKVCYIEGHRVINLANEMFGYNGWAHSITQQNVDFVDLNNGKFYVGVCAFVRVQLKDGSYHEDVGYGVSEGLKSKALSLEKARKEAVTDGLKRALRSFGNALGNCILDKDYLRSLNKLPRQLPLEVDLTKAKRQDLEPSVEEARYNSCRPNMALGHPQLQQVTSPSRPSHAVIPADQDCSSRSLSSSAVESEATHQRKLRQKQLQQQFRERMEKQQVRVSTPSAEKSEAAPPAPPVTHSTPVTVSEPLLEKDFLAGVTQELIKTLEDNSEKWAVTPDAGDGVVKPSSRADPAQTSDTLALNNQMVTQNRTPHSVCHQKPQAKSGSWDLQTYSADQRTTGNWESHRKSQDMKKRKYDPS
CASP6 VEID inh = human caspase-6 inhibitors, primary screen, biochemical, VEID-R110 fluorescence, single point, set 2; P55212; purified caspase-6, Z-VEID-R110 cleavage fluorescence; inhibition, % at 12.5 µM; 0.53% of 350,000 active;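 active means mean inhibition across replicates at least about 35%, with every replicate also reaching that limit, limit read from the data; inconclusive means only one of the two criteria met; inactive means neither criterion met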;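 further: 0% = median of neutral control wells and 100% = no fluorescence left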
Target sequence (P55212 24-179 limits assumed): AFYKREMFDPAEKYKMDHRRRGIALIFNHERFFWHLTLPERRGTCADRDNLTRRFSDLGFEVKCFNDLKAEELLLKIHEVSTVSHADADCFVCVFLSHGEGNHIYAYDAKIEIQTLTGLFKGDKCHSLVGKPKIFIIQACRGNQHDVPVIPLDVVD
Target sequence (P55212 194-293 limits assumed): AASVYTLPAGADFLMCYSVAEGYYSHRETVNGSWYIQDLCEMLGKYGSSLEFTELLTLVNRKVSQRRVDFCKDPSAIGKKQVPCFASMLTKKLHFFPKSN
CFTR F508del cor = F508del CFTR correction, initial screen, CFBE line, single point; AID 720511, 2013; activity (quench increase), % at 7.58 µM; CFBE cells, YFP halide quenching; stimulated with forskolin plus potentiator P3; % fluorescence drop versus neutral controls; 0.36% of 350,000 active;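 active means mean added fluorescence quench of at least 8% versus neutral control, with both replicates also reaching 8%; inconclusive means only one of the mean or replicate conditions met; inactive means mean below 8% and not both replicates reaching 8%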;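 further: cells transiently co-express mutant CFTR-F508del with the halide-sensitive YFP; corrector assay measuring rescue of mutant channel to the surface after 24 h compound exposure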
XiGFP reactiv = activators of inactive X chromosome reactivation, primary screen, imaging, XiGFP fibroblasts, GFP high-content imaging, set 2 | XiGFP mouse fibroblasts, % GFP-positive cells imaging, 3 d; cells co-treated with 5-aza-dC sensitizer; scaled so ellipticine positive control = 100% | activation, % at 7.58 µM | 0.055% of 360,000 active;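 active means mean normalized replicate activation at least 10% and every replicate at or above 10%; inconclusive means only one of the two criteria met; inactive means mean below 10% and not all replicates reach 10%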;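 further: 0% = median of on-plate neutral control wells and 100% = ellipticine 6 µM median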
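Material: SV40-immortalized XiGFP fibroblast cells, line 68-5-11 | Buffer or medium: DMEM containing 5-aza-dC | Dosing: One concentration, pinned | Times: 3 d treatment, 15 min room-temperature fixation | Controls: Ellipticine 6 µM positive control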
DENV2 CPE rescue = inhibitors of DENV2 cytopathic effect, primary screen, cell-based, plate reader, single concentration | DENV2-infected cells, cytopathic effect rescue | 1.7% of 350,000 active | AID 651640, 2012 | CPE inhibition, % at 9.99 µM; in the data active means CPE inhibition above about 20%, passing the limit was not always enough; inconclusive means no clear call, values can overlap the other calls; tested in BHK-21 cells;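 further: 0% = median of neutral control wells and 100% = median of positive control wells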
GSIS activator = GLuc luminescence reporter in INS-1E cells, primary screen for activators of glucose-dependent secretion of insulin | INS-1E GLuc reporter insulin secretion, 2-3 h | activation, % at 16.6 µM | 0.61% of 370,000 active | AID 743287, 2014;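 active means lowest replicate activation of at least 40%, so every replicate reaches that level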;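 further: 0% = median of neutral control wells and 100% = median of IBMX positive control wells; some compounds called inactive have numbers as strong as hits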
E-sel inducer = E-selectin induction in HUVECs, primary screen, imaging, HUVEC, immunofluorescence imaging, single point; P16581; normalized: neutral wells 0, TNF-alpha wells 100; activation, % at 7.58 µM; 0.37% of 260,000 active; AID 686992, 2013;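 active means mean E-selectin-positive cell signal at least 10% of the positive control, reached in at least 60% of replicates, without over 20% cell loss; inconclusive means no rule given, readout overlaps actives, possibly toxicity-flagged; inactive means the rest, including those meeting only one limit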;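 further: in these data hits start at about 27%; measured in HUVEC primary endothelial cells; signal is the percent of cells scored E-selectin positive by PE staining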
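System: HUVEC / Compound: single concentration / Signal: immunofluorescence imaging / Read-out: percent E-selectin-positive cells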
An asterisk follows results filed as active; ? = inconclusive; / = not tested or not shown.

SMILES	RAD54 branch	RAD52 inh	CASP6 VEID inh	CFTR F508del cor	XiGFP reactiv	DENV2 CPE rescue	GSIS activator	E-sel inducer
COc1ccccc1-c1csc(-n2ncc(C#N)c2N)n1	4	-14	2	-1.0	0.4	-2	17	-0.1
COc1ccc(CCNc2ncnc3c2[nH]c2cc(OC)c(OC)cc23)cc1OC	42	-12	-1	-1.7	0.0	7	-10	0.9
COc1ccc(C(OCC(O)CNCCc2ccccc2)c2ccc(OC)cc2)cc1 (configuration not stated)	2	18	-1	-1.2	0.3	6	/	?
CC(=O)Nc1ccc(NC(=O)C(C)OC(=O)CCCOc2ccc(Cl)c(C)c2)cc1 (configuration not stated)	-4	-13	2	-3.4	0.3	4	-4	0.1
COc1cccc(NC(=O)COc2ccc3c(c2)CCC3)c1	/	-12	1	-2.4	0.0	1	-12	/
O=C(c1ccc2nccnc2c1)N1CCN(Cc2ccc3c(c2)OCO3)CC1	-4	0	-1	0.0	/	7	21	/
c1csc(CNc2ncnc3nc[nH]c23)c1	5	0	-2	-0.7	0.5	-1	3	-0.2
O=C(O)C[C@@H]1C=C[C@H](NC(=O)CCN2CCCCC2)[C@@H](CO)O1	/	1	0	-0.7	0.1	-1	-12	-0.3
Cc1cnc(=O)[nH]c1SCC(=O)Nc1nccs1	-7	3	-1	0.1	-0.1	-4	15	/
C=CCn1cc(/C=C2/NC(=O)NC2=O)c2ccccc21	/	-16	-4	0.8	0.1	6	-5	/
CN1CCN(C(=O)C[C@H]2CC[C@@H]3[C@H](COC[C@H](O)CN3C(=O)c3ccc(F)cc3)O2)CC1	-15	-5	1	-3.4	0.0	-3	5	0.1
C[C@H](CO)N1C[C@H](C)[C@H](CN(C)S(=O)(=O)c2ccccc2)Oc2ncc(-c3cc4ccccc4o3)cc2C1=O	-2	18	0	1.0	-1.2	2	-11	0.0
CC(C)N(C(=O)Cn1cc(SCC(=O)NCc2ccco2)c2ccccc21)C(C)C	2	-10	-1	0.6	0.1	-11	-28	-0.1
CC(OC(=O)c1ccccc1NS(=O)(=O)c1cccc(N)c1)C(=O)N(C)Cc1ccccc1 (configuration not stated)	11	-38	-2	-0.3	0.0	-16	-8	/
CC1(C)Cc2ccccc2C(=NC(Cc2ccccc2)C(=O)O)N1 (configuration not stated)	8	-1	4	1.0	0.1	12	/	/
O=S1(=O)C[C@@H](O)[C@@H](Nc2ccccc2)C1	-5	-12	-3	1.5	0.0	16	7	/
COCC(=O)N1CCCCN2[C@@H](CO)[C@H](c3ccc(C#Cc4ccccc4)cc3)[C@@H]2C1	-18	2	-2	-0.8	0.0	12	-1	-0.2
CCCNC(=O)N(C)C[C@H]1Oc2ncc(C#CC3(O)CCCC3)cc2C(=O)N([C@H](C)CO)C[C@H]1C	2	6	0	-3.8	0.5	-6	-6	-0.2
O=C(O)C1CCCCC1C(=O)NCCc1ccc(F)cc1 (configuration not stated)	/	-12	0	-0.2	0.1	6	-8	-2.2
COc1ccc(S(=O)(=O)Nc2cccc(-n3cnnn3)c2)cc1	-2	-8	-3	-1.0	0.0	-1	6	/
COc1ccccc1N(CC(=O)NC(C)(C)C)C(=O)c1ccc(Cl)nc1	11	-4	11	4.8	0.3	/	-6	-1.4
COCCCn1c(C(=O)NCCC2=CCCCC2)cc2c(=O)n3ccccc3nc21	6	-7	-1	-0.4	0.1	11	0	/
Cc1cc(NC(=O)c2cnn3c(C(F)(F)F)cc(-c4ccccc4)nc23)no1	22	-10	1	0.9	/	4	61	/
CCC(=O)c1ccc(OCC(=O)OCC(=O)N2c3ccccc3CC2C)cc1 (configuration not stated)	/	-11	2	2.9	0.5	0	-11	/
CN1C(=O)c2cc(NC(=O)Nc3cccc(Cl)c3)ccc2OC[C@H]2O[C@@H](CC(=O)O)CC[C@@H]21	-13	3	24	-1.0	0.2	4	-3	0.3
N#Cc1nc(/C=C/c2ccccc2)oc1NCCCN1CCOCC1	/	13	-6	-0.6	0.0	17	/	/
CC(=O)NCCNC(=O)C1(C)Cc2c(-c3ccccc3)ccnc2O1 (configuration not stated)	-8	-13	-2	1.7	0.1	7	1	-0.1
CC[C@@]1(C(=O)OC)N[C@H](CN(C)C(=O)Nc2ccc(F)cc2)[C@@H]2C(=O)N(C)C(=O)[C@@H]21	9	-11	5	0.1	0.2	11	7	/
NC(=O)C1(N2CCCC2)CCN(Cc2ccccc2)CC1	-7	-14	-1	-0.6	0.1	1	23	-0.2
Cc1cccc(-c2ccc(C3[C@@H]4CNC[C@H]3N4)cc2)c1 (some centres not stated)	/	/	/	2.4	0.1	7	16	-0.1

The closing three compounds of the part before are carried over, then new ones follow.
SMILES	RAD54 branch	RAD52 inh	CASP6 VEID inh	CFTR F508del cor	XiGFP reactiv	DENV2 CPE rescue	GSIS activator	E-sel inducer
CC[C@@]1(C(=O)OC)N[C@H](CN(C)C(=O)Nc2ccc(F)cc2)[C@@H]2C(=O)N(C)C(=O)[C@@H]21	9	-11	5	0.1	0.2	11	7	/
NC(=O)C1(N2CCCC2)CCN(Cc2ccccc2)CC1	-7	-14	-1	-0.6	0.1	1	23	-0.2
Cc1cccc(-c2ccc(C3[C@@H]4CNC[C@H]3N4)cc2)c1 (some centres not stated)	/	/	/	2.4	0.1	7	16	-0.1
O=C(O)/C=C/C(=O)Nc1ccc(OCc2ccccc2)cc1	/	4	0	0.4	0.1	4	16	0.5
CCN(CCO)c1ccc(N=Nc2cc(C)[nH]n2)cc1	/	-26	4	-0.9	-0.1	-1	-12	/
CCN(CC)CCCN(C(=O)c1ccccc1C)c1nc(-c2ccc(OC)cc2)cs1	21	31	-4	3.4	0.1	8	5	0.2
COc1ccc(S(=O)(=O)Nc2ccc3c(c2)CC(=O)N([C@H](C)CO)C[C@H](C)[C@@H](CN(C)C(=O)Nc2ccc4c(c2)OCO4)O3)cc1	5	-16	5	0.1	-0.5	26*	-1	-0.2
CO[C@H]1CN(C)C(=O)c2cc(NS(=O)(=O)c3cccc(C)c3)ccc2OC[C@@H](C)NC[C@H]1C	4	-23	-1	-4.3	-0.1	12	11	-0.1
C[C@@H]1CN([C@H](C)CO)C(=O)c2cc(NC(=O)CCCCCC(=O)Nc3ccccc3N)ccc2O[C@H]1CN(C)C(=O)Nc1ccc(C(F)(F)F)cc1	/	8	-1	-2.4	-0.2	-1	0	0.1
CO[C@@H]1CN(C)C(=O)c2ccc(NC(=O)C3CCCC3)cc2OC[C@H](C)N(C)C[C@H]1C	-16	-12	-1	0.7	0.6	1	12	0.2
Cc1ccc(-n2c(C)cc(C=C3C(=O)CC(C)(C)CC3=O)c2C)cc1	/	-59	4	/	0.2	-1	7	/
O=S(=O)(c1ccccc1)N1CCN(Cc2cccc(Br)c2)CC1	-4	2	1	2.8	0.3	5	-13	2.9
C[C@H](CO)N1C[C@H](C)[C@H](CN(C)S(=O)(=O)c2cn(C)cn2)Oc2ccc(NC(=O)C3CC3)cc2C1=O	2	-3	0	-2.9	0.0	13	0	-0.3
COc1ccc(-c2nc3ccccc3c(=O)n2CCc2ccc(O)cc2)cc1	/	-25	-2	0.5	0.0	2	9	0.0
C[C@@H]1CN([C@H](C)CO)C(=O)Cc2cc(N(C)C)ccc2O[C@@H]1CN(C)C(=O)Nc1ccccc1	2	3	0	-3.1	-1.1	4	3	/
Cc1ccc(S(=O)(=O)N2C[C@H]3C(=O)C[C@@H](c4cccs4)N(S(=O)(=O)c4ccc(C)cc4)[C@H]3C[C@H]2c2ccccc2)cc1	-3	-10	-3	-3.2	-0.1	-6	18	-0.1
CCOC(=O)N/N=C(\C)c1ccc(OC(F)F)cc1OC(F)F	/	1	1	1.9	0.3	-5	-2	/
CC(C)C#Cc1ccc([C@@H]2[C@H](CO)N3CCCCN(C(=O)NC(C)C)C[C@@H]23)cc1	8	7	-1	2.4	-0.1	-2	-14	-0.4
COc1ccc(NC(=O)Nc2ccccc2F)c([N+](=O)[O-])c1	/	-11	39*	1.7	0.0	7	-1	/
O=C(N/N=C1\CCCCc2ccccc21)c1ccccn1	/	-12	/	-0.4	0.0	5	-6	/
C[C@@H]1CN([C@H](C)CO)C(=O)c2ccccc2-c2ccccc2CO[C@@H]1CN(C)C(=O)CCN(C)C	-2	4	1	-1.5	0.3	3	11	0.0
CCCNC(=O)N1C[C@H]2[C@@H](c3ccccc31)[C@@H](CO)N2C(=O)Nc1ccc(F)cc1	-2	2	-2	1.1	0.0	-4	-17	0.0
CC(=O)Nc1cccc(NC(=O)C2C3C=CC(C3)C2C(=O)O)c1 (configuration not stated)	-2	-10	0	-0.8	0.1	-3	28	/
O=C(Nc1ccc(N2CCN(C(=O)c3ccco3)CC2)cc1)c1ccccc1	-6	-17	-6	1.1	0.0	2	21	0.0
CCc1nnc(NC(=O)c2cccc(S(=O)(=O)N3CCCC3)c2)s1	-2	-6	4	-1.4	0.0	-6	8	/
CC(=O)N1[C@@H]2c3ccc(-c4cccnc4)c(=O)n3C[C@@H]2[C@@H](CO)[C@@H]1C(=O)NCc1ccccc1Cl	-20	-9	2	0.3	0.0	12	8	-0.3
COc1ccc(C(=O)c2c(-c3ccc(OC)cc3)oc3ccccc23)cc1	1	-6	-1	-3.2	0.0	-5	-4	0.1
COc1ccc(CC(NC(C)=O)C(=O)NC2CCN(C(=O)c3ccncc3)CC2)cc1OC (configuration not stated)	-11	4	/	-0.6	0.0	4	2	0.0
Cc1[nH]c2ccc(C(=O)NCCN3CCOCC3)cc2c1C	0	-4	-4	1.1	-0.1	-4	22	-0.1
CCc1cccc(NC(=O)Cn2c3[n+](c4ccc(C(F)(F)F)cc42)CCCCC3)c1	/	9	-4	0.2	-0.1	12	-23	0.5
C/C(=C/c1ccccc1)C(=O)N1CCN(c2ccccc2F)CC1	-5	-4	2	2.8	0.1	-6	-23	/
S=C(Nc1ccc2nccnc2c1)N1CCCC1	/	-1	5	0.7	0.1	1	1	/
O=C(CSc1nnc(-c2c[nH]c3ccccc23)o1)NCC1CCCO1 (configuration not stated)	-6	-7	2	-2.8	0.7	1	-11	/
O=C(NCc1ccccn1)Nc1ccc(F)cc1F	0	-14	0	-5.3	0.1	4	-19	-0.2
CCN1C(=O)N[C@@H](c2cccc(C(F)(F)F)c2)C(C(C)=O)=C1C	3	-6	-1	-2.0	-0.3	-2	5	0.0
CN1C(=O)c2cc(NC(=O)C3CCCC3)ccc2OC[C@H]2O[C@H](CC(=O)NCCc3ccncc3)CC[C@H]21	/	1	-8	0.3	0.0	166*	9	0.2
CN(C1CCCCC1)S(=O)(=O)c1cc2c3c(c1)CCN3C(=O)CC2	-4	-12	2	0.2	0.0	?	11	0.1
S=C(NCCN1CCCCC1)Nc1ccccc1	/	-14	-7	-2.0	0.1	2	-3	20

An unsorted share of the library. Share with any hit: about 3.7%.
